EBNA-1 inhibitor = EBNA-1 DNA-binding inhibitors, primary screen, biochemical, fluorescence polarization. inhibition, % at 14.8 µM. AID 1950, 2009. 300,000 compounds, 0.34% hits; in the data active = inhibition above about 28%
LAP4-GFP MLPCN = modulators of LAP4-GFP expression in yeast, primary screen, S. cerevisiae, multiplex flow cytometry, MLPCN library | 3 h; median GFP as percent of DMSO wells | GFP response vs DMSO, % at 10 µM | 320,000 compounds, 0.34% hits | AID 2023, 2009;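 active = GFP response vs DMSO above a set limit, about the screen mean plus 3 SD, cut at about 150% in these data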
RPL19A-GFP yeast = RPL19A-GFP expression modulators in yeast, primary screen, cell-based, S. cerevisiae, multiplex flow cytometry, MLPCN. S. cerevisiae RPL19A-GFP strain, 3 h; hits give low values. percent response vs DMSO, % at 10 µM. 330,000 compounds, 0.3% hits. AID 2025, 2009;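 active = percent response vs DMSO below 50%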;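 note: median channel GFP fluorescence of the barcoded RPL19A-GFP strain; ratio of sample median GFP to plate DMSO average so 100% = DMSO; lower means less RPL19A-GFP as with rapamycin TOR inhibition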
proCasp7 act = procaspase-7 activators, primary screen, counter-screen for procaspase-3 activator project, biochemical, absorbance, HTS, human; recombinant procaspase-7, Ac-DEVD-pNA absorbance 405 nm; D23A/D198A/D206A triple mutant, cannot self-cleave; scale: DMSO 0, 5 µM enzyme 100; AID 463210, 2010; 330,000 compounds, 0.093% hits; activation, % at 8.5 µM;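 active = percent activation above the screen-wide mean plus 3 SD, cut at about 25% in these data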
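Assay system: Uncleavable procaspase-7 mutant enzyme / Input: 2 µM procaspase-7 mutant as dispensed / Dosing: single nominal 8.5 µM compound dose, 0.8% DMSO final / Timing: 1 h enzyme–compound preincubation and 2 h substrate reaction, both 25 °C / Detection: p-Nitroaniline absorbance at 405 nm, read at 0 and 120 min / Replication: singlicate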
ZTA counter = ZTA (EBV) inhibition in EBNA-1 counter-screen | AID 2234 | 320,000 compounds, 0.15% hits | inhibition, % at 11 µM | ZTA-DNA binding, fluorescence polarization; in the data active = inhibition above about 33%
AHR act = AHR activators, primary screen, cell-based, luminescence, luciferase reporter, human; 320,000 compounds, 2.5% hits; AHR-responsive luciferase reporter cells; activation, % at 5 µM; AID 2796, 2010; Aryl hydrocarbon receptor (Homo sapiens), P35869; in the data active = activation above about 47%;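 note: 0% = vehicle wells and 100% = reference agonist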
MEP2 TOR yeast = modulators of MEP2-GFP levels in yeast, primary screen, S. cerevisiae, multiplex flow cytometry, MLPCN library. S. cerevisiae MEP2-GFP strain, 3 h; 100% = DMSO control level. GFP response vs DMSO, % at 10 µM. 330,000 compounds, 0.51% hits. AID 2016, 2009;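 active = GFP response versus DMSO above a set limit, roughly screen mean plus 3 SD, cut at about 180% in these data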;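 note: median GFP fluorescence of the barcode-gated MEP2-GFP cells per well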
proCasp3 act = activators of human procaspase-3 D3A mutant, primary screen, biochemical, absorbance, PC-3 D3A mutant, single concentration; Caspase-3 (Homo sapiens), P42574; recombinant procaspase-3 D3A, Ac-DEVD-pNA absorbance 405 nm; activation, % at 8.5 µM; 330,000 compounds, 0.11% hits; AID 463141, 2010;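 active = activation above the mean of all tested compounds plus 3 SD, cut at about 21% in these data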;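 note: 0% = DMSO alone and 100% = DMSO wells spiked with extra 5 µM PC-3 D3A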
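System: Procaspase-3 D3A mutant. Medium: Zinc-free 300 mM NaCl, 50 mM HEPES, 0.01% Triton X-100. Schedule: 1 h preincubation plus 2 h reaction at 25 °C. Measured by: 405 nm absorbance of p-nitroaniline, reads at 0 and 120 min. Read-out: percent activation relative to control range.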
* = called active by the depositor; x = no result given; [ ] = dose if it differs, or a comment.

SMILES | EBNA-1 inhibitor | LAP4-GFP MLPCN | RPL19A-GFP yeast | proCasp7 act | ZTA counter | AHR act | MEP2 TOR yeast | proCasp3 act
COCCCn1c(C(=O)Nc2ccc3c(c2)OCO3)cc2c(=O)n3ccccc3nc21 | 2 | 84 | 89 | -14 | 5 | 21 | 98 | 3
Cc1ccccc1N1CC(c2nc3ccccc3[nH]2)CC1=O (stereo unspecified) | 0 | 99 | 99 | -1 | -11 | 4 | 98 | -3
COc1ccc(NC(=O)CCCn2cnc3ccccc3c2=O)cc1 | -4 | 119 | 98 | -24 | 3 | 10 | 103 | -5
Cn1ccnc1SCC(=O)c1ccc2ccccc2c1 | -2 | 144[may fluoresce violet] | 49*[may fluoresce violet] | -6 | 11 | 23 | 103[may fluoresce violet] | -6
COc1ccc(CCNS(=O)(=O)CCNC(=O)c2ccc(OC)cc2)cc1 | -4 | 102 | 93 | 1 | -22 | 1 | 97 | 3
CCC(C(=O)NC1CCCC1)N(C(=O)Cn1nnc(-c2ccc(OC)c(OC)c2)n1)C1CCCCC1 (stereo unspecified) | 1 | 98 | 104 | 4 | 5 | -2 | 104 | 1
CNc1nc(-c2cccs2)cc(C(F)(F)F)c1C#N | 7 | 99[may fluoresce violet] | 47*[may fluoresce violet] | 2 | -7 | 6 | 592*[may fluoresce violet] | 0
CCOc1ccc(-c2noc(CCC(=O)NCCc3ccccc3)n2)cc1OC | -1 | 125 | 90 | 9 | -22 | 5 | 137 | -4
COc1ccc(N/C=C(\C#N)c2nc3ccccc3n2C)c(OC)c1 | -10 | 107 | 98 | -13 | -18 | 109* | 101 | -12
Cc1ccccc1NC(=S)N(CCCN1CCOCC1)Cc1cccnc1 | -3 | 100 | 99 | -3 | -1 | 1 | 91 | -1
CC(=O)c1sc(NC(=O)c2cccnc2Cl)nc1C | -7 | 99 | 106 | 18 | -8 | 4 | 111 | 2
CN(C)CCN1C(=O)C(=O)/C(=C(/O)c2ccc(F)cc2)C1c1ccccc1 (stereo unspecified) | -6 | 95 | 100 | 8 | -5 | 4 | 97 | 2
COc1ccc(OC)c(S(=O)(=O)N2CCC(C(=O)N3CCN(Cc4ccccc4)CC3)CC2)c1 | -1 | 86 | 86 | 12 | 15 | -1 | 88 | 3
Cc1ccc(C(=O)Nc2nc(=O)n(C(=O)CC(C)C)s2)cc1 | -3 | 97 | 99 | 1 | -10 | 0 | 103 | -10
COCCNC(=O)CSc1nc2cc3c(cc2c(=O)n1CCCC(=O)NCCc1ccc(OC)c(OC)c1)OCO3 | -6 | 100 | 107 | -2 | 4 | 1 | 107 | -1
COc1ccc(NC(=S)NC23CN4CN(CN(C4)C2)C3)cc1 | -3 | 97 | 107 | -18 | -3 | 1 | 103 | -7
Cc1cccc(OCC(=O)Nc2cccc(O)c2)c1 | 12 | 104 | 102 | 6 | -6 | -5 | 103 | 5
CC1=Nc2ccc(C)c3nc(C)cc(c23)N1c1ccc(C)cc1 | -15 | 97 | 99 | -7 | -10 | 28 | 100 | -12
CCOC(=O)c1sc2cc([N+](=O)[O-])cc(SCC(=O)OC)c2c1N | -4 | 105 | 99 | -24 | 3 | 1 | 98 | -17
OCCNc1nnc(-c2ccccc2)c(-c2ccccc2)n1 | -3 | 109 | 93 | 7 | -4 | -1 | 97 | 3
O=C(NC(=S)N1CCCC1)c1ccccc1F | x | 101 | 100 | -10 | -12 | 1 | 107 | -3
CCOC(=O)CCCCC(=O)c1[nH]c(=O)[nH]c1CN1CCOCC1 | -6 | 101 | 101 | -9 | -2 | 1 | 104 | -2
NC(=O)[C@@H]1CCCNc2c(I)cc([N+](=O)[O-])cc2C(=O)N[C@@H](CO)C(=O)N[C@@H](Cc2ccc(O)cc2)C(=O)N1 | 11 | 105 | 96 | -16 | -5 | -1 | 94 | -12
O=C(C1=C[C@@H](C2CCCCC2)C[C@@H](OCCCCO)O1)N1CCN(Cc2ccc3c(c2)OCO3)CC1 | 8 | 126 | 96 | -12 | 6 | 1 | 94 | 4
CN(CCCN1CCOCC1)Cc1nc(-c2ccccc2)no1 | 5 | 93 | 101 | 16 | -17 | 2 | 101 | -1
O=c1[nH]c2cc([N+](=O)[O-])c([N+](=O)[O-])cc2[nH]c1=O | 8 | 97 | 105 | -4 | -5 | -1 | 109 | -7
Cc1cccc(OCCCC(=O)NC2CCCCC2)c1 | 1 | 104 | 105 | 3 | -1 | -4 | 108 | 2
CC(C)c1ccc(/C=C/c2ccc(=O)n(C)n2)cc1 | 7 | 109 | 97 | 1 | -4 | 24 | 97 | -1
CCOc1ccc(-c2nonc2NC(=O)c2ccco2)cc1 | 1 | 73 | 104 | -1 | -12 | 0 | 97 | -1
O=C(OC1CCOC1=O)c1ccc2ncsc2c1 (stereo unspecified) | -8 | 90 | 97 | 6 | -4 | 1 | 101 | -7
COCCNC(=O)C(=O)Nc1cc2c3c(c1)CCC(=O)N3CCC2 | -15 | 91 | 98 | -18 | -15 | 3 | 90 | 2
CCCNC(=O)c1nn2c(C(F)(F)F)cc(-c3ccccc3)nc2c1Br | -7 | 104 | 107 | -3 | 3 | 11 | 108 | 3
COCCN(C(=O)c1ccc(C)o1)c1c(N)n(CC(C)C)c(=O)[nH]c1=O | x | 99 | 97 | 2 | -4 | -2 | 101 | 3
CCOC(=O)C1CCN(C(c2ccc(OC)c(OC)c2)c2sc3nc(C)nn3c2O)CC1 (stereo unspecified) | 13 | 104 | 105 | 3 | 0 | 1 | 101 | -6
O=C(Nc1ccc(Oc2cccnc2)cc1)c1ccccc1F | -9 | 80 | 99 | 8 | -20 | -3 | 99 | 8
c1ccc(-n2cc(CNCCc3cscn3)c(-c3ccc4c(c3)OCO4)n2)cc1 | -6 | 108 | 100 | 2 | -12 | 38 | 106 | -7
CCOC(=O)C1CCN(C(=O)c2ccc(N3CCOCC3)c([N+](=O)[O-])c2)CC1 | x | 96 | 98 | -10 | -32 | 2 | 94 | 5
Cc1ccccc1CN1CCN(CC(=O)NCc2ccccc2)CC1 | -2 | 96 | 103 | 7 | -5 | -2 | 98 | 7
O=C(NCCc1ccc(Cl)cc1)C1CC(=O)N(CCc2ccccc2)C1 (stereo unspecified) | -2 | 94 | 99 | -1 | -11 | 1 | 97 | 5
c1ccc(CNc2ncnc3nc[nH]c23)nc1 | -3 | 93 | 101 | -1 | 11 | 4 | 99 | 0
CS(=O)(=O)N1CCN(c2ccc(NC(=O)Cc3ccccc3)cc2)CC1 | 3 | 107 | 104 | -6 | -6 | 1 | 112 | 2
O=C(NCc1cccnc1)c1cc2ccccc2oc1=O | 0 | 109 | 98 | 4 | 15 | 6 | 104 | 5
CCOc1ccc(NC(=O)NC(C)CC)cc1 (stereo unspecified) | 11 | 94 | 101 | -1 | 8 | 10 | 99 | -2
COC(=O)Cn1nc(-c2ccccc2)c2ccccc21 | -1 | 116 | 99 | -2 | -14 | 0 | 107 | -6
CCN(CC)CCNC(=O)Cn1c(C)cc2ccccc2c1=O | 15 | 103 | 100 | -6 | -4 | 0 | 102 | 8
CS(=O)(=O)N(CC(=O)N1CCC(C(N)=O)CC1)c1cc(C(F)(F)F)ccc1Cl | 2 | 101 | 95 | -5 | 1 | 0 | 102 | -2
CC(=O)Nc1ccc(N(C(=O)Cc2c[nH]c3ccccc23)C(C(=O)NC2CCCCC2)c2ccco2)cc1 (stereo unspecified) | -16 | 96 | 104 | 7 | -3 | 5 | 104 | -1
O=C(O)C1C2CCC(C2)C1C(=O)NCCc1ccc(F)cc1 (stereo unspecified) | 0 | 91 | 98 | 13 | -3 | -1 | 94 | 0
CCOc1ccc(NC(=O)COC(=O)c2ccc3c(c2)OCCO3)cc1 | x | 93 | 95 | 5 | -3 | 0 | 91 | -2
COc1ccc(Cl)cc1NC(=S)NCCc1c[nH]c2ccccc12 | 4 | 91 | 97 | 1 | 4 | 9 | 104 | 2
COc1cccc(-c2cc(C(F)(F)F)n3nc(C(=O)Nc4c(C)n(C)n(-c5ccccc5)c4=O)cc3n2)c1 | 10 | 99 | 105 | 1 | -3 | -2 | 100 | 5
COc1cc(-c2nc3cnccn3c2NC(C)(C)CC(C)(C)C)ccc1O | -2 | 88 | 106 | -6 | 4 | -1 | 116 | 0
Cc1ccnc(SCC(=O)Nc2sc3c(c2C#N)CCCC3)n1 | -8 | 92 | 92 | -5 | 7 | 23 | 94 | -5
CCS(=O)(=O)N1CCC(C(=O)NCc2cc(OC)ccc2OC)CC1 | 13 | 93 | 95 | 6 | -1 | 0 | 97 | 1
Cc1nc(Nc2cccc(C(C)O)c2)c2nnn(Cc3ccccc3F)c2n1 (stereo unspecified) | -7 | 95 | 93 | 2 | 1 | 12 | 90 | -8
O=C(Cn1nc(C(F)(F)F)c2c1CCCC2)Nc1ccc2c(c1)OCO2 | -7 | 102 | 105 | 11 | -4 | 50* | 103 | 5
CCS(=O)(=O)N1CCC(C(=O)NCc2ccco2)CC1 | 8 | 106 | 97 | 5 | 6 | 4 | 101 | -3
CSc1ccc(S(=O)(=O)NC(C)c2ccccc2)cc1 (stereo unspecified) | -3 | 104 | 98 | -3 | -1 | 0 | 101 | 4
Cc1ccc(CC(=O)Nc2ccc(S(=O)(=O)Nc3ncccn3)cc2)cc1 | 4 | 89[may fluoresce violet] | 60[may fluoresce violet] | 7 | 11 | 0 | 143[may fluoresce violet] | -2
COc1ccc2cc(C(=O)C3CCCN(Cc4ccccn4)C3)ccc2c1 (stereo unspecified) | -9 | 120 | 104 | 5 | -1 | 5 | 129 | 3

Next section; the last five above are carried over.
SMILES | EBNA-1 inhibitor | LAP4-GFP MLPCN | RPL19A-GFP yeast | proCasp7 act | ZTA counter | AHR act | MEP2 TOR yeast | proCasp3 act
O=C(Cn1nc(C(F)(F)F)c2c1CCCC2)Nc1ccc2c(c1)OCO2 | -7 | 102 | 105 | 11 | -4 | 50* | 103 | 5
CCS(=O)(=O)N1CCC(C(=O)NCc2ccco2)CC1 | 8 | 106 | 97 | 5 | 6 | 4 | 101 | -3
CSc1ccc(S(=O)(=O)NC(C)c2ccccc2)cc1 (stereo unspecified) | -3 | 104 | 98 | -3 | -1 | 0 | 101 | 4
Cc1ccc(CC(=O)Nc2ccc(S(=O)(=O)Nc3ncccn3)cc2)cc1 | 4 | 89[may fluoresce violet] | 60[may fluoresce violet] | 7 | 11 | 0 | 143[may fluoresce violet] | -2
COc1ccc2cc(C(=O)C3CCCN(Cc4ccccn4)C3)ccc2c1 (stereo unspecified) | -9 | 120 | 104 | 5 | -1 | 5 | 129 | 3
CCCOc1ccc(/C=C2/C(=O)ON=C2C)cc1OCC | 7 | 128 | 106 | 0 | 4 | 2 | 101 | -5
CSCCC(NC(=O)c1ccccc1Br)C(=O)NCc1ccc(F)cc1 (stereo unspecified) | -7 | 94 | 101 | 4 | -1 | 1 | 96 | -6
COC(=O)C1CCN(C(=O)NC(C)(C)C)CC1 | 10 | 92 | 97 | 6 | 7 | 3 | 94 | -5
CC(=O)N1CCN(Cc2cc(=O)n3cc(Cl)c(C)c(Cl)c3n2)CC1 | -17 | 98 | 99 | 14 | -11 | 4 | 97 | 4

Assay outcomes deposited in PubChem BioAssay by several laboratories.
